Bioassay records as filed in PubChem BioAssay.
CHO parental Ca: ATP-evoked calcium signal inhibitors, parental CHO, primary screen, counter-screen for OX1R antagonist project, cell-based, fluorescence, Fluo-8 calcium dye; parental CHO-K1, ATP-induced calcium, Fluo-8 fluorescence; inhibition, % at 5.6 µM; 0.63% of 330,000 active;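 active = inhibition above that plate's mean sample inhibition plus 3 SD, cut at about 26% in these data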;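 also: 0% = ATP-challenged DMSO wells and 100% = DMSO wells without ATP; some compounds past the cut are filed as inactive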
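Material: parental CHO cells / Compound: single nominal dose of 5.6 µM per compound / Signal: Fluo-8 fluorescence / Replicates: singlicate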
CHRM1 antagonist: human M1 muscarinic receptor antagonists, primary screen, CHO-K1 cells, Fluo-8 calcium fluorescence, 1536-well | Muscarinic acetylcholine receptor M1 (Homo sapiens), P11229 | CHO-K1 hM1, ACh EC80 antagonist | inhibition, % at 3 µM | 1.3% of 360,000 active | AID 588852, 2011;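 active = percent inhibition above its own plate's cutoff, namely the mean of that plate's compound wells plus 3 SD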;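 also: peak over basal fluorescence ratio during 140 s after agonist addition; 0% = ACh EC80 plus DMSO and 100% = DMSO alone without agonist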
OXTR potentiator: human OXTR potentiators, primary screen, fluorescence, CHO-OTR cells, Fluo-8 calcium | Fluo-8 calcium fluorescence, potentiator mode; 0% = oxytocin EC15, 100% = EC100 | activation, % at 3 µM | 0.061% of 320,000 active;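 active = activation above that plate's cutoff, the mean activation of tested compounds plus 3 SD, cut at about 6.6% in these data, passing the limit was not always enough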;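 also: 100% uses oxytocin at 75 nM as the full agonist control; some results filed as inactive read as strong as hits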
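Material: CHO-OTR cells, human receptor; compound dosing: single dose, 3.0 µM nominal final compound concentration; schedule: 6 min compound pre-incubation at room temperature, 100 s kinetic read; measured by: kinetic Fluo-8 calcium fluorescence; read-out basis: % activation vs EC15 and EC100 oxytocin; controls: EC15 oxytocin alone as 0%, 75 nM oxytocin as 100%; replicates: singlicate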
TAAR1 agonist: human TAAR1 agonists, primary screen, Fluo-8 calcium fluorescence, CHO RD-HGA16 cells; Trace amine-associated receptor 1 (Homo sapiens), Q96RJ0; vehicle wells 0%, saturating PEA agonist 100%; activation, % at 3 µM; 0.99% of 360,000 active;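 active = activation above the mean activation of all test compounds in the run plus 3 SD, cut at about 38% in these data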
Target sequence (Q96RJ0 whole entry, looked up): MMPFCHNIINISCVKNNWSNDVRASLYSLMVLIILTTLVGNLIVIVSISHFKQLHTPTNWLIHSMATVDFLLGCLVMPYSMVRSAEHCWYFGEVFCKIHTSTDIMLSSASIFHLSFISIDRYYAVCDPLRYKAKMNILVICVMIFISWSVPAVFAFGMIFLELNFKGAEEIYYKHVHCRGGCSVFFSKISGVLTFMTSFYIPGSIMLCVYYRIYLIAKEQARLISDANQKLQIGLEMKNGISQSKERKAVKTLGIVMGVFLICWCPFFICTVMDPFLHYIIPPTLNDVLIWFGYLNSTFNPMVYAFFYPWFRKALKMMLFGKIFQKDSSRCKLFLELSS
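Assay system: CHO-derived RD-HGA16 cells with stable Gα16 and human TAAR1; timing: 17-24 h seeding, 75 min 37 °C dye, 30 min RT; read-out: % activation from peak over basal fluorescence ratio, DMSO-to-PEA scaled; measured by: kinetic Fluo-8 calcium fluorescence; benchmarks: low control DMSO, high control PEA (EC100); doses: 3 µM single concentration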
M1 ag: human M1 muscarinic receptor agonists, primary screen, Fluo-8 calcium fluorescence, CHO-K1 cells, HTS; Muscarinic acetylcholine receptor M1 (Homo sapiens), P11229; CHO-K1 hM1, agonist mode; 0% DMSO, 100% acetylcholine EC100; activation, % at 3 µM; 0.33% of 360,000 active;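 active = activation above the run's mean compound activation plus 3 SD, cut at about 16% in these data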;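 also: peak over basal fluorescence ratio within a 140 s kinetic read after compound addition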
TAAR1 antagonist: human TAAR1 antagonists, primary screen, Fluo-8 calcium fluorescence, CHO RD-HGA16 cells; Trace amine-associated receptor 1 (Homo sapiens), Q96RJ0; antagonist; inhibition, % at 3 µM; 1.5% of 360,000 active;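 active = inhibition above a per-plate cutoff, the mean inhibition of test compounds on that plate plus 3 SD, cut at about 49% in these data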;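 also: 0% = DMSO plus EC80 beta-PEA response and 100% = DMSO alone without agonist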
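Test system: CHO RD-HGA16 cells bearing hTAAR1 | Reagent: β-PEA, EC80 | Compound dosing: 3 µM, single point | Schedule: Dye loading 75 min at 37 °C, then 30 min room temperature | Signal: Calcium fluorescence with Fluo-8 | Evaluation: Percent inhibition of PEA-evoked calcium signal, max/basal emission ratio | Control set: DMSO-only wells and EC80 β-PEA-stimulated wells | Repeats: Singlicate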
CHRM1 PAM: human M1 muscarinic receptor positive allosteric modulators, primary screen, CHO-K1 cells, Fluo-8 calcium fluorescence, 1536-well; CHO-K1 hM1, ACh EC20; 0% = ACh EC20, 100% = maximal ACh; activation, % at 3 µM; 0.088% of 360,000 active; AID 588819, 2011; in the data active = activation above about 19%, passing the limit was not always enough
OXTR agonist: human OXTR agonists, primary screen, fluorescence, CHO-OTR cells, Fluo-8 calcium. Oxytocin receptor (Homo sapiens), P30559. 0.32% of 320,000 active. Fluo-8 calcium fluorescence; normalized: DMSO 0%, oxytocin 100%. activation, % at 3 µM;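 active = activation above the mean of all tested compounds plus 3 SD, cutoff set per screening run, cut at about 20% in these data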;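 also: peak over basal fluorescence ratio from a 100 s FLIPR kinetic read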
V1R ag counter: agonists of human V1a receptor, primary screen, counter-screen for OXTR agonist project, fluorescence, CHO-V1R cells | Vasopressin V1a receptor (Homo sapiens), P37288 | Fluo-8 calcium fluorescence, agonist mode; 0% DMSO, 100% 3 nM vasopressin | activation, % at 3 µM | 0.25% of 320,000 active;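 active = activation above the mean activation of all tested compounds plus 3 SD, per screening run, cut at about 20% in these data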;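 also: signal is peak over basal fluorescence ratio across a 100 second FLIPR read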
Target sequence (P37288 whole entry, looked up): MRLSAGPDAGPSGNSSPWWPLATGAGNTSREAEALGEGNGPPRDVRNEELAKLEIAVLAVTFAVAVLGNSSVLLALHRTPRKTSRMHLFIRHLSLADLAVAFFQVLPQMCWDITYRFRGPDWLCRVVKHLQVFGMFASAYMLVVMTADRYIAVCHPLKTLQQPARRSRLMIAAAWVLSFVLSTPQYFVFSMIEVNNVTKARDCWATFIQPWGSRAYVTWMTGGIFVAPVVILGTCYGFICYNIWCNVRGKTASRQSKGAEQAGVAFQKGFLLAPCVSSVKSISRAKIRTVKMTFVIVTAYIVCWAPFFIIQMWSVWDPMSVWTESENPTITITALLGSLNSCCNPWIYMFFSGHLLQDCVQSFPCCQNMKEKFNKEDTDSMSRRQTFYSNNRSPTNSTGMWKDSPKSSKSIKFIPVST
An asterisk follows results filed as active; / = no result given; & = joins results of further samples.

1) O=C(NNC(=O)C1CC1)c1cc(Br)c(Br)s1
2) COc1cnc(-c2ccccn2)nc1Oc1cccc(C(F)(F)F)c1
3) Cc1ccc(-c2cnc(NC(=O)CCC(=O)N3CCCCC3)n2C)cc1
4) O=C(NCCCc1ccccc1)c1cccc(NC(=O)C2CCCCC2)c1
5) CCOc1ccc(-c2cc(C(=O)N3CCN(C)CC3)c3ccccc3n2)cc1
6) Cc1cn(-c2cc(C(=O)Nc3ccc(C)c(NC(=O)C(=O)c4c[nH]c5ccccc45)c3)cc(C(F)(F)F)c2)cn1
7) COC(=O)C(C#N)c1nc2ccccc2nc1N1CCCC1 (stereo not drawn)
8) Cc1ccc(NC(=O)C2CCCN(S(=O)(=O)c3cnc[nH]3)C2)cc1F (stereo not drawn)
Screen / compound no. | 1 | 2 | 3 | 4 | 5 | 6 | 7 | 8
CHO parental Ca | -8 | -31 | -20 | / | -22 | -7 | -28 | -2
CHRM1 antagonist | -6 | -10 | 2 | -11 | 13 | 10&15 | -3 | 2
OXTR potentiator | -4 | 6 | -11 | / | -9 | -8 | 1 | -2
TAAR1 agonist | 3 | 7 | 12 | 7 | 12 | 3&5 | 10 | 0
M1 ag | 1 | -1 | -6 | 3 | 4 | -3&-6 | -4 | -1
TAAR1 antagonist | -32 | -21 | 4 | 12 | 16 | 18&43 | 6 | -2
CHRM1 PAM | 6 | 7 | 6 | 8 | -9 | -8&-7 | 6 | -2
OXTR agonist | 2.2 | 2.8 | -0.6 | / | 3.5 | 1.2 | -2.4 | 0.1
V1R ag counter | 1.2 | -1.0 | 0.0 | / | 1.6 | 5.9 | -1.4 | 0.5

9) O=C(NCCCc1ccccc1)c1cnc2n(c1=O)CCS2
10) COc1cccc(CN2CCC(C(=O)N3CCN(c4ccccc4F)CC3)CC2)c1OC
11) O=C(Cc1ccccc1)Nc1ccc(NC(=O)c2cccs2)cc1Cl
12) CSC(=S)N/N=C/c1ccccc1
13) COC(=O)c1cc(Br)ccc1OC(=O)c1cccnc1
14) Cc1cc(=O)[nH]c(SCC(=O)Nc2ccc(S(N)(=O)=O)cc2)n1
15) O=C(/C=C/c1ccccc1[N+](=O)[O-])N1CCN(C(=O)c2ccco2)CC1
16) Cc1cccc(CNS(=O)(=O)c2ccc(-c3ccc(=O)[nH]n3)s2)c1
Screen / compound no. | 9 | 10 | 11 | 12 | 13 | 14 | 15 | 16
CHO parental Ca | -7 | -20 | 5 | 8 | -15 | 5 | -11 | 1
CHRM1 antagonist | -3 | 13 | 0 | -7 | -18 | -3 | -16 | 9
OXTR potentiator | -10 | -5 | -9 | 3 | -11 | -1 | -1 | -10
TAAR1 agonist | 5 | 3 | 5 | 3 | 2 | 3 | 0 | 6
M1 ag | 2 | -8 | -1 | -10 | -4 | -5 | -5 | 0
TAAR1 antagonist | 2 | -29 | 24 | 3 | -9 | -4 | -2 | -9
CHRM1 PAM | 12 | -7 | 7 | 8 | 10 | 13 | 15 | -7
OXTR agonist | 0.2 | 0.9 | 0.2 | -1.0 | -1.5 | 1.1 | 0.5 | 5.3
V1R ag counter | 0.1 | 0.6 | 2.1 | -0.1 | -0.7 | 0.8 | 0.4 | 7.7

17) Cc1cccc(C(=O)N/N=C/c2ccccn2)c1
18) CC(=O)Nc1ccc(S(=O)(=O)NCC(=O)OCC(=O)N2CCCc3ccccc32)cc1
19) COc1ccc(/C=N/Nc2nc(-c3cccnc3)nc3ccccc23)c(OC)c1
20) O=C(COc1ccccc1Cl)NNC(=O)C1CCCO1 (stereo not drawn)
21) Cc1noc(C)c1COc1ccccc1C(=O)Nc1ccc(C(N)=O)cc1
22) CCN(CC)CCN(C(=O)c1cccc(N2C(=O)CCC2=O)c1)c1nc2cc3c(cc2s1)OCO3
23) O=C1N2CN(C(c3ccccc3)c3ccccc3)CN=C2SC1(CO)CO
24) O=C1Nc2ccc(S(=O)(=O)N(CCO)CCO)c3cccc1c23
Screen / compound no. | 17 | 18 | 19 | 20 | 21 | 22 | 23 | 24
CHO parental Ca | -1 | -9 | -39 | -2 | -3 | -1 | -8 | /
CHRM1 antagonist | -7 | 18 | 14 | -7 | -7 | 17 | -2 | -8
OXTR potentiator | -7 | -5 | 0 | -6 | -3 | 3 | -18 | /
TAAR1 agonist | -1 | 2 | 16 | 10 | -3 | 2 | 2 | 0
M1 ag | -6 | -4 | -3 | 6 | 4 | -7 | -2 | -3
TAAR1 antagonist | 6 | -15 | 36 | -10 | -11 | -14 | 8 | 1
CHRM1 PAM | 3 | -6 | -6 | 6 | 18 | -2 | 0 | 4
OXTR agonist | 0.3 | -2.2 | 0.0 | -0.1 | -0.7 | 0.3 | -0.6 | /
V1R ag counter | 0.4 | 0.2 | 0.1 | -0.2 | 0.2 | 0.4 | 0.2 | /

25) CC(=O)NC1C(=O)N(CCc2ccccc2)c2ccccc21 (stereo not drawn)
26) CNC(=O)C(C#N)(Cc1cc(C(C)=O)ccc1OC)Cc1cc(C(C)=O)ccc1OC
27) CCN(CC)CCOC(=O)C1(c2ccc([N+](=O)[O-])cc2)CCCC1
28) CCOC(=O)C1(CCOc2ccccc2)CCN(Cc2ccc(F)c(OC)c2)CC1
29) O=C(Nc1ccccc1Cl)C1CC(=O)N(Cc2ccco2)C1 (stereo not drawn)
30) CCn1cc(/C=C(\NC(=O)c2ccc(OC)c(OC)c2)C(=O)N2CCOCC2)c2ccccc21
31) CC(=C\c1ccccc1)/C=C1/SC(=S)N(CCC(=O)O)C1=O
32) COc1ccc(C2=NN(C(=O)c3cccs3)C(c3ccccc3OC)C2)cc1OC (stereo not drawn)
Screen / compound no. | 25 | 26 | 27 | 28 | 29 | 30 | 31 | 32
CHO parental Ca | -17 | -23 | -7 | -26 | -24 | -20 | -18 | -18
CHRM1 antagonist | -9 | -14 | 96* | -17 | -1 | -9 | 0 | 4
OXTR potentiator | -6 | -6 | -1 | -10 | 0 | -2 | -16 | -9
TAAR1 agonist | 11 | 2 | 2 | 0 | 3 | 5 | 2 | 0
M1 ag | -3 | -4 | -5 | -7 | 1 | -1 | 2 | -7
TAAR1 antagonist | -3 | 7 | -13 | 6 | -8 | 6 | -3 | -33
CHRM1 PAM | 7 | 15 | -26 | -2 | 6 | 7 | 14 | 3
OXTR agonist | 0.4 | 0.4 | 0.6 | -2.0 | 0.6 | 1.1 | -2.1 | -1.6
V1R ag counter | -0.7 | -0.5 | 1.3 | 0.7 | -0.8 | 3.0 | 1.3 | 0.0

33) Cc1ccc(-c2nn(-c3ccccc3Cl)cc2C(=O)NCC2CCCO2)cc1 (stereo not drawn)
34) CCC(=O)Nc1ccc2c(c1)nc(CN1CCCCC1)n2C
35) Cc1ccc(CCN2CC(C(=O)NCCCN3CCCCC3)CC2=O)cc1 (stereo not drawn)
36) Cc1nn2c(-c3ccc(Cl)cc3Cl)nnc2s1
37) COc1ccc([N+](=O)[O-])cc1/C=N/Nc1nc(N2CCCCC2)nc(N2CCCCC2)n1
38) Cc1n[nH]c(=O)c2c(NC(=O)CSc3ncccn3)oc(C)c12
39) CCOC(=O)C(O)(CC(=O)Nc1ccc(Cl)cc1Cl)C(F)(F)F (stereo not drawn)
40) CCOC(=O)/C(=C/c1ccco1)NC(=O)c1ccc(Br)o1
Screen / compound no. | 33 | 34 | 35 | 36 | 37 | 38 | 39 | 40
CHO parental Ca | -12 | -3 | -9 | -4 | -9 | 13 | 1 | -1
CHRM1 antagonist | -2 | -3 | 0 | -29 | 2 | 3 | -3 | -6
OXTR potentiator | 1 | -14 | 0 | -3 | -10 | -11 | -1 | -11
TAAR1 agonist | 2 | 0 | 2 | 6 | -2 | 1 | 1 | 4
M1 ag | -5 | -6 | -5 | 0 | -8 | -3 | -5 | -5
TAAR1 antagonist | -7 | 9 | -14 | -1 | 6 | -13 | 18 | 4
CHRM1 PAM | 4 | 4 | 9 | 5 | 4 | 3 | 10 | -1
OXTR agonist | -1.3 | 0.9 | 0.6 | -0.5 | -1.0 | -0.6 | 1.6 | -1.3
V1R ag counter | -0.3 | 2.2 | 0.4 | -1.3 | 0.1 | -0.4 | 0.6 | 0.9

41) Cc1sc2nc3n(c(=O)c2c1C)CCCS3
42) O=C(/C=C/c1cccc(F)c1)OCC(=O)N1CCCc2ccccc21
43) Cn1c(=O)oc2cc(S(=O)(=O)NCc3ccccc3)ccc21
44) Cn1cccc1-c1nc2ccc([N+](=O)[O-])cc2[nH]1
45) O=C(CN1C(=O)c2ccccc2S1(=O)=O)Nc1cccnc1
46) O=C(CN1C(=O)CSC1=O)N1CCCC(Nc2ccc(F)cc2)C1 (stereo not drawn)
Screen / compound no. | 41 | 42 | 43 | 44 | 45 | 46
CHO parental Ca | -22 | -27 | -3 | -3 | -6 | -8
CHRM1 antagonist | -31 | -1 | -7 | 17 | -8 | -5
OXTR potentiator | -6 | 1 | 0 | -4 | -7 | -10
TAAR1 agonist | 19 | 0 | 2 | 1 | 9 | 0
M1 ag | -4 | -5 | -1 | -2 | -3 | -3
TAAR1 antagonist | -5 | -4 | 8 | 8 | 0 | -19
CHRM1 PAM | 0 | 11 | 11 | -9 | 6 | 7
OXTR agonist | -0.7 | -1.1 | 1.1 | -0.3 | 0.7 | -0.5
V1R ag counter | -0.6 | -0.9 | 0.8 | 2.9 | 3.9 | 0.3

Single records (already shown).
Entry for O=C(/C=C/c1cccc(F)c1)OCC(=O)N1CCCc2ccccc21 → CHO parental Ca = -27; CHRM1 antagonist = -1; OXTR potentiator = 1; TAAR1 agonist = 0; M1 ag = -5; TAAR1 antagonist = -4; CHRM1 PAM = 11; OXTR agonist = -1.1; V1R ag counter = -0.9
Entry for O=C(CN1C(=O)CSC1=O)N1CCCC(Nc2ccc(F)cc2)C1 (stereo not drawn) → CHO parental Ca = -8; CHRM1 antagonist = -5; OXTR potentiator = -10; TAAR1 agonist = 0; M1 ag = -3; TAAR1 antagonist = -19; CHRM1 PAM = 7; OXTR agonist = -0.5; V1R ag counter = 0.3
